Screening results from PubChem.
mcGAS lum = blocks mouse cGAS activity; recombinant cGAS, Kinase-Glo ATP depletion luminescence; inhibition, % at 12.5 µM; 160,000 tested, 0.15% active; AID 1259399;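 also: 0% = negative control wells and 100% = reference inhibitor with no enzyme activity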
NPYLR7 ag = mosquito NPYLR7 agonism; HEK293T NPYLR7/Galpha15, GCaMP6s calcium fluorescence; activation, % at 10 µM; 270,000 tested, 0.15% active; AID 1259423; in the data active = activation above about 40%;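 also: 0% = vehicle and 100% = reference agonist at the receptor; some compounds past the cut are filed as inactive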
hcGAS inh = human cGAS inhibition; inhibition, % at 12.5 µM; recombinant h-cGAS, ATP depletion, Kinase-Glo luminescence; 290,000 tested, 0.081% active;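 also: 0% = vehicle reaction and 100% = reaction without DNA for no activity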
Target sequence (Q8N884 whole entry, looked up): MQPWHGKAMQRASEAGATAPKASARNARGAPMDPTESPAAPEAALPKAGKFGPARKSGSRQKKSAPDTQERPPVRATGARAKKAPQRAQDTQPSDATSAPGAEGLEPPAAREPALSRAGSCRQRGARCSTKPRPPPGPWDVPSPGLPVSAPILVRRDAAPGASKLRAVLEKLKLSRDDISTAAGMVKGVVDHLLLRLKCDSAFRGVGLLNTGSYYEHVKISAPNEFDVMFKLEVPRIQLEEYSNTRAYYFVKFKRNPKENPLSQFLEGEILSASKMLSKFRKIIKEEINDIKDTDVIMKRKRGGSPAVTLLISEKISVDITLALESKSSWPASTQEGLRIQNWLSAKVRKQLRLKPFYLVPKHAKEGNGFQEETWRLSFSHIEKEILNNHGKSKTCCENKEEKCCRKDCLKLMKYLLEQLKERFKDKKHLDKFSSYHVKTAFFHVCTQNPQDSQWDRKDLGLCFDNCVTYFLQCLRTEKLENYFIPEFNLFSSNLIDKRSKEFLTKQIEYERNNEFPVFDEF
* = called active by the depositor; . = not tested or not shown; & = joins results of further samples. Rule as the data show it, unless noted: active = inhibition above about 40%; inactive = the rest.

mol	mcGAS lum	NPYLR7 ag	hcGAS inh
COc1ccccc1-c1[nH]nc2nccc(-c3cccc(CO)c3)c12	-2	1	-6
O=C(Cc1ccccn1)N1CCCCC1CCN1CCOCC1 (centres undefined)	.	4	3
Cc1ccc(C2=NN(C3CCS(=O)(=O)C3)C(c3cccs3)C2)o1 (centres undefined)	.	-2	2
O=C(Cc1cccnc1)N1CCCC(Nc2ccc(F)c(F)c2)C1 (centres undefined)	.	0	4
CCOC(=O)CSCC(=O)NC(=O)c1cccn1C	.	4	-4
Cc1cccn2c(=O)cc(CSc3nnc(-c4cccs4)n3C3CC3)nc12	.	-1	-6
C=CCN1CC(c2nc3ccccc3n2Cc2ccc(Cl)cc2Cl)CC1=O (centres undefined)	-6	1	-3
CCCN1CCC(N(C)C(=O)C2C(C=C(C)C)C2(C)C)CC1 (centres undefined)	.	1	-18
COC[C@H](C)NC(=O)Cc1sc(C)nc1C	-3	1	-1
CC(C)COC(=O)N1CCCN(CC(C#N)CCC#N)CC1 (centres undefined)	.	0	-13
O=C(CSc1n[nH]c(=O)c2cc(-c3ccco3)nn12)NC1CCCCC1	-5	-1	-3
COc1ccc2nc(-c3cccc(NC(=O)Nc4ccccc4OC)c3)cn2n1	-10	0	-10
O=C1CCC(=O)N1c1ccc(S(=O)(=O)O)cc1	.	11	-2
O=S1(=O)CCC(CNc2nnc(C3CCC3)o2)C1 (centres undefined)	-5	.	-13
COc1ccc(C2CCCN2CC(=O)N2CCCC3CCCCC32)cc1OC (centres undefined)	.	2	-6
Oc1ccc(Br)cc1-c1nc2cnccn2c1NC1CCCC1	.	3	2
NC(=O)CCN1CCN(CC(=O)Nc2ccc(Cl)c(C(F)(F)F)c2)CC1	.	12	-9
CSc1ccc(COc2coc(CN3CCN(S(=O)(=O)c4ccc(C#N)cc4)CC3)cc2=O)cc1	1	-2	-2
S=c1[nH]cccc1Nc1ncccn1	.	3	-1
O=C(Cc1ccccc1)NC(NC(=S)Nc1cccc(O)c1)C(Cl)(Cl)Cl (centres undefined)	-8	-11	-6

Of the compounds above, 5 contain a halogen.
mol	mcGAS lum	NPYLR7 ag	hcGAS inh
O=C(Cc1cccnc1)N1CCCC(Nc2ccc(F)c(F)c2)C1 (centres undefined)	.	0	4
C=CCN1CC(c2nc3ccccc3n2Cc2ccc(Cl)cc2Cl)CC1=O (centres undefined)	-6	1	-3
Oc1ccc(Br)cc1-c1nc2cnccn2c1NC1CCCC1	.	3	2
NC(=O)CCN1CCN(CC(=O)Nc2ccc(Cl)c(C(F)(F)F)c2)CC1	.	12	-9
O=C(Cc1ccccc1)NC(NC(=S)Nc1cccc(O)c1)C(Cl)(Cl)Cl (centres undefined)	-8	-11	-6

Single entries from the list.
In mcGAS lum, O=C(CSc1n[nH]c(=O)c2cc(-c3ccco3)nn12)NC1CCCCC1 is entered as -5
In hcGAS inh, Oc1ccc(Br)cc1-c1nc2cnccn2c1NC1CCCC1 is entered as 2
In hcGAS inh, O=C1CCC(=O)N1c1ccc(S(=O)(=O)O)cc1 is entered as -2
In hcGAS inh, CSc1ccc(COc2coc(CN3CCN(S(=O)(=O)c4ccc(C#N)cc4)CC3)cc2=O)cc1 is entered as -2

Remaining list, next part.
mol	mcGAS lum	NPYLR7 ag	hcGAS inh
Fc1cccc(C2c3cccn3CCCN2Cc2ccc3c(c2)OCCO3)c1 (centres undefined)	-6	-1	-5
Cc1nc2nc(-c3ccccc3C)cc(C(=O)O)c2[nH]1	-9	0	-10
CCCCn1c(=O)c2c(nc3n2CCCN3Cc2ccco2)n(C)c1=O	.	0	-10
CCN(CC)CCCNC(CC(=O)Nc1ccc(N=Nc2ccccc2)cc1)C(=O)O (centres undefined)	-10	22	-5
CC(Cn1cccn1)C(=O)Nc1cccc(NC(=O)Cc2ccccc2)c1 (centres undefined)	.	-1	1
Cc1n[nH]c(C)c1NC(=O)NC(C)c1cccc(N2CCCC2)c1 (centres undefined)	.	-3	-9
Cc1nn(C)c2sc(C(=O)NCC3(N)CCCC3)cc12	.	3	1
CCCn1c(=O)n(C)c(=O)c2c3oc(=O)c(NC(=O)c4ccc(F)cc4)cc3[nH]c21	.	3	-7
COc1ccc(OC)c(S(=O)(=O)Nc2ccccc2C(=O)NCc2ccc3c(c2)OCO3)c1	-4	-1	-1
O=C1NC(=O)C(=C2C=C(c3ccccc3)N(CCN3CCOCC3)C3=C2CCCC3)C(=O)N1	-9	4	-7
O=C(OCC(=O)N1CCOCC1)c1ccc(-c2cc(Cl)ccc2Cl)o1	.	2	7
CNC(=O)[C@H](Cc1c[nH]c2ccccc12)NC(=O)[C@@H](CC(=O)NO)CC(C)C	-11	1	-11
CCCCN(CC(=O)Nc1cc(C(C)(C)C)nn1-c1ccccc1Cl)C(=O)Nc1ccccc1C(F)(F)F	2	-2	-3
CN(C)C(=S)Nc1ccc(N(C)C)cc1	.	8	-2
CN(C)S(=O)(=O)c1ccc(Cn2ccnc2-c2ccc(O)cc2)cc1	-11	26	-7
CCc1cc2c(=O)n(CCC3CCN(C4CCCC4)CC3)cnc2s1	-6	.	-12
O=C1NCCN(CC2CCCCO2)C1c1cccs1 (centres undefined)	-1	3&-1	-6&5
CO[C@H]1[C@H](NC(=O)Cc2cccs2)c2ccccc2C12CCN(Cc1cc3ccccc3[nH]1)CC2	-13	20	-10
CCCCSc1nnc2c(n1)OC(c1cc3c(cc1Cl)OCO3)Nc1ccccc1-2 (centres undefined)	-5	8	-2
CNS(=O)(=O)c1ccc(NS(=O)(=O)c2ccc(OC)c(OC)c2)cc1	-7	2	-4
COc1ccc2nc(SC3CCCCNC3=O)[nH]c2c1 (centres undefined)	.	8	-15
CC(C)CCCC1CN(C(=O)c2ccc3c(c2)OCO3)CCO1 (centres undefined)	.	10	-8
COc1ccccc1-n1cc(C(=O)N2CCN3C(=O)CNC(=O)C3C2)cn1 (centres undefined)	.	5	0
CC(=O)N1CCC(N2CCCC(c3nc(CC(C)C)no3)C2)CC1 (centres undefined)	-2	.	0
Cc1nc(SCc2csc(C(C)C)n2)sc1CC(N)=O	.	10	0
Cc1ccc(F)cc1S(=O)(=O)N1CCN(c2nccc(-c3ccc(Oc4ccccc4)cc3)n2)CC1	-5	12	-2
c1cnc(N2CCCC(c3nc4ccccc4[nH]3)C2)nc1 (centres undefined)	.	22	-5
CCOC(=O)c1ccc(NC(=O)CSc2nnc(CNC(=O)c3ccco3)n2-c2cc(OC)ccc2OC)cc1	-2	-14	-5
Cc1ccc(C2CC(=O)c3c(C)nn(-c4nc(C)cc(C)n4)c3C2)cc1 (centres undefined)	.	4	-4
CN(C)c1ccc(/C=C2/SC(=S)N(CC3CCCO3)C2=O)cc1 (centres undefined)	-5	6	-7
Cc1c(C)n2c3c(=O)[nH]c(=O)n(C)c3nc2n1Cc1ccccc1	.	0	-6
O=C(NC1CCN(Cc2ccc(Cl)cc2)CC1)C12CC3CC(CC(O)(C3)C1)C2	-1	-3	5
Cc1nn(-c2ccccc2)c(Cl)c1CN1CCN(CCO)CC1	.	9	-12
CCOC(=O)C1CCN(Cc2cn3c(-c4ccc(OC)cc4)nnc3s2)CC1	-6	-2	-2
CC(=O)Nc1ccc(C)cc1NC(=O)c1n[nH]c(C2CC2)c1Cl	.	0	3
COc1ccc(N=Nc2c(O)ccc3ccccc23)c([N+](=O)[O-])c1	.	-3	-5
Cc1ccc(N2N=C(Br)CC2C(=O)O)cc1 (centres undefined)	.	5	2
CCOc1ccccc1CN1CCN(C2CCN(c3ccccc3F)CC2)CC1CCO (centres undefined)	.	1	-6
O=C(Nc1cccnc1N1CCN(S(=O)(=O)c2cccc(Cl)n2)CC1)c1ccc2c(c1)OCO2	-7	2	-4
Cc1cc(C)c2c3oc(=O)cc(O)c3c(=O)n(C)c2c1	.	7	0
Cc1c(Cl)c(C(F)(F)F)nn1CC(=O)Nc1ccc(Cl)cc1	-6	-1	-2
COc1cc(OC)cc(C(=O)Nc2ccc(N3CCCC3)c(C(=O)NCCCN(C)C)c2)c1	-4	.	-7
C=C(C)Cn1c(C2CC(=O)N(c3ccccc3CC)C2)nc2ccccc21 (centres undefined)	.	-2	-5
CCn1ncc(C(=O)N2CCc3nc(N(C)C)[nH]c(=O)c3CC2)c1C	-15	5	-9
CC(=CC(=O)C(F)(F)F)NCc1ccco1	.	-6	-6
Cc1noc(C)c1C(=O)N1CCOC(Cc2cccc3ccccc23)C1 (centres undefined)	.	10	0
CSCc1ccc(C(=O)N2CCC(N3CCC(C(=O)NC(C)C)CC3)CC2)o1	.	0	4
COc1cccc(-c2n[nH]c3ccnc(-c4ccc(OC)nc4)c23)c1	-7	1	-3
NC(=O)c1ccc(S(=O)(=O)N2CCN(c3nccc(C(F)(F)F)n3)CC2)o1	.	5	-7
COc1ccc(CSc2nnc(SCC(=O)N3CCCCCC3)s2)cc1	-8	9	-2

(cont.)
mol	mcGAS lum	NPYLR7 ag	hcGAS inh
O=C(C(Cc1ccccc1)NCc1cccc(O)c1)N1CCCC1 (centres undefined)	.	2	-10
O=C(O)c1cn(CCCc2ccccc2)nn1	-11	3	-5
COCCn1cnc2c1c(=O)n(CC(=O)N(Cc1ccccc1)C1CC1)c(=O)n2Cc1ccccc1	-7	-1	-5
Cc1ccccc1-n1ncc(C(=O)N2CCn3cccc3C2C)c1C (centres undefined)	-16	7	-9
COc1cc(C(=O)NCC(=O)Nc2nc3c(ccc4ccccc43)s2)cc(OC)c1OC	-4	-4	-7
CC(CN1CCCC1=O)NCc1cc(-c2ccccc2)ccc1O (centres undefined)	-7	8	-3
Nc1ccc(CN2C(=O)CSC2=O)cc1	.	19	-6
COC(=O)C1=C(O)/C(=C\c2ccc(O)c(C)c2)SC1=Nc1ccccc1Cl	.	-3	-1
C=CC[n+]1cc(-c2ccccc2)n2c1CCCCC2	.	18	-4
COCCCC1CCN(Cc2nc(Cc3ccccc3Cl)no2)CC1	.	6	8
Cc1cccc(-c2cc(N)n(-c3ccc(C(=O)Nc4cccc(Cl)c4)cc3)n2)c1	-6	-6	-4
Cc1ccc(S(=O)(=O)c2nc(SCC(=O)Nc3ccccc3)sc2N2CCOCC2)cc1	.	6	-3
CCn1cc(C(CC(=O)NCc2ccccc2)c2cccc(Cl)c2)c2ccccc21 (centres undefined)	-3	.	-4

A second format for part of the listing above:
> Cc1ccc(S(=O)(=O)c2nc(SCC(=O)Nc3ccccc3)sc2N2CCOCC2)cc1
  mcGAS lum: . | NPYLR7 ag: 6 | hcGAS inh: -3
> CCn1cc(C(CC(=O)NCc2ccccc2)c2cccc(Cl)c2)c2ccccc21 (centres undefined)
  mcGAS lum: -3 | NPYLR7 ag: . | hcGAS inh: -4

Reformatted with values under each structure: entries from further up.
The line under a structure holds: mcGAS lum	NPYLR7 ag	hcGAS inh
> COCCCC1CCN(Cc2nc(Cc3ccccc3Cl)no2)CC1
    .	6	8
> Cc1cccc(-c2cc(N)n(-c3ccc(C(=O)Nc4cccc(Cl)c4)cc3)n2)c1
    -6	-6	-4
